Screening data (PubChem BioAssay)
Insulin prom up: MIN6 insulin promoter up-regulation | MIN6 insulin promoter-GFP reporter, high-content imaging; active compounds read high | z-score at 5 µM | 190,000 compounds, 0.3% hits | AID 1625;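 active = z-score above 3 at 5 µM with at least 500 cells counted in the well; inconclusive = wells under 500 cells, flagged as cytotoxic or low count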
PMI inhibitors: MPI enzyme activity inhibition – biochemical, fluorescence intensity, coupled assay, primary screen (AID 1209); 190,000 compounds, 0.42% hits; purified PMI enzyme, coupled fluorescence intensity; higher % means a stronger effect; inhibition, % at 20 µM; hits with a dose series show IC50 in µM; in the data active = inhibition above about 50%;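 also: plate controls were DMSO vehicle for no effect and wells lacking substrate for full effect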
Myeloid diff MLP: compounds promoting myeloid differentiation; ER-HoxA9 myeloid progenitors, lysozyme-GFP differentiation, flow cytometry; calls only at 10 µM; 360,000 compounds, 1% hits;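 active = normalized GFP-positive differentiation at or above the plate's own cutoff, the solvent-only control mean plus 3 SD; inconclusive = no clear call, values can overlap the other calls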;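 also: cells exposed to compound for four days before flow analysis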
T cell HTS: modulates CD8 T cell binding to vesicles; 2C CD8+ T cell-vesicle binding, flow cytometry; active compounds read low; calls only at 7 µM; 330,000 compounds, 0.068% hits;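 active = response, share of CD8 T cells binding vesicles, and their 90th percentile fluorescence all below set limits, cut at about 80% in these data, passing the limit was not always enough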
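Test system: purified 2C TCR transgenic mouse naive CD8+ T cells. Probe or stimulus: QL9-peptide-loaded Drosophila micro-vesicles bearing Ld, ICAM-1 and B7-1. Incubation: binding step 1.5 h, 37 °C, antibody labelling 20 min, ice. Measured by: flow cytometry of vesicle-bound cells.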
Lipid droplet: modulators of hepatic lipid droplet formation. AML12 mouse hepatocytes, oleate lipid droplets, BODIPY imaging. inhibition, % at 6.5 µM. 240,000 compounds, 0.4% hits. AID 1656;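 active = lipid droplet intensity inhibited by at least 50%, with more than 500 cells counted; inconclusive = wells with under 300 cells, treated as cytotoxic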
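Assay system: AML12 hepatocytes (mouse) / Also added: 100 µM oleic acid challenge / Times: overnight treatment with compound plus oleate / Detection: high-content imaging of BODIPY-stained droplets and DAPI nuclei / Evaluation: % inhibition of lipid droplet signal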
Dynein transport: blocks dynein driven cargo transport along microtubules | 3617.4 mouse cells, GR-EGFP nuclear translocation imaging; test concentration mostly 20 µM; stimulated with dexamethasone, 1 µM; active compounds read low | z-score, hits read low | 220,000 compounds, 0.47% hits | AID 1381;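 active = plate z-score of nuclear minus cytoplasmic receptor signal below a set negative limit, without overly bright fluorescence or cell loss, cut at about -3.5 in these data, passing the limit was not always enough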;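 also: z-score of nuclear minus cytoplasmic ring GR-EGFP intensity difference per well; some compounds called inactive have numbers as strong as hits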
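Buffer or medium: tet-free medium with charcoal-stripped serum / Also added: dexamethasone agonist, 1.0 µM final, for 30 min / Timing: induction 48 h, compound 1 h, agonist 30 min / Measured by: high-content fluorescence imaging after fixation / Read-out: nuclear-to-cytoplasmic GR-EGFP distribution per well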
bCat nuc transl: beta-catenin nuclear translocation modulation. HeLa beta-catenin nuclear translocation, immunofluorescence imaging. nuclear translocation activity, % at 5 µM. 190,000 compounds, 0.3% hits. AID 1665;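 active = nuclear translocation activity above 50% at 5 µM, with a well cell count of 50 or more; inconclusive = wells under 50 cells across six images, flagged as toxic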;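 also: per-cell ratio of nuclear to cytoplasmic median beta-catenin stain intensity; plate controls were DMSO negative control for no effect and GSK-3 inhibitor IX positive control for full effect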
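assay system = human HeLa cells, endogenous beta-catenin | times = compound treatment 24 h, 37°C, 5% CO2 | detection = Anti-beta-catenin immunofluorescence on PFA-fixed, Triton-permeabilized cells, DAPI nuclei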
TNAP activation fold: human TNAP enzyme activators, primary screen, biochemical, luminescent, no phosphate acceptor, uHTS (AID 1001) | purified TNAP, luminescent activation assay, no phosphate acceptor; higher activation fold means a stronger effect | one-dose activation fold at 20 µM; EC50 in µM for titrated hits | 200,000 compounds, 0.03% hits; in the data active = activation fold from about 3, or a potency from the dose series; inactive = the rest, 99 in 100 with activation fold below about 1.6; also: many of its hits are not listed in these tables
MT stabilize HCS: microtubule stabilization, imaging screen; HeLa tubulin immunostaining HCS, 24 h; share of cells brighter than vehicle mean+2SD; % tubulin-high responders, % at 10 µM; 200,000 compounds, 0.83% hits; AID 2205;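 active = plate Z-score above 3 for both tubulin-high and condensed-nucleus cell shares, with cell loss under 80%, at 10 µM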;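 also: anti alpha tubulin signal scored within the nucleus-defined area of each cell; some results filed as inactive read as strong as hits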
Dynein transport cytoplasmic EGFP: recorded beside Dynein transport, whose call it bears; z-score; measured here: cytoplasmic GR-EGFP intensity; active compounds read high
Dynein transport nuclear GR-EGFP: second read-out of Dynein transport, no call of its own (marks repeat the call); z-score; measured here: nuclear GR-EGFP intensity;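 lower value marks the stronger effect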
Dynein transport cell count: also measured in Dynein transport; calls as there; z-score; measured here: cell count per field
Insulin prom up cell count: further read-out of Insulin prom up, marked with its call; cell count; measured here: cytotoxicity, nuclei count;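 total cells summed across four imaged fields per well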
Lipid droplet cells 6.5 µM: also measured in Lipid droplet; calls as there; cell count; measured here: cell count, cytotoxicity flag;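 cells counted across two imaged fields per well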
bCat nuc transl cell count 5 µM: also measured in bCat nuc transl; calls as there; cell count; measured here: cell count, cytotoxicity flag
T cell HTS vesicle-bound %: recorded beside T cell HTS, whose call it bears; double positive events, %; measured here: CD8+ vesicle-bound cell fraction;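 binding gate set so that unloaded-vesicle control wells show 10% double positive cells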
MT stabilize HCS Hoechst-high %: also measured in MT stabilize HCS; calls as there; % Hoechst-high responders; measured here: nuclear condensation Hoechst responders;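 share of cells brighter than vehicle mean plus two SD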
MT stabilize HCS cytotoxicity %: also measured in MT stabilize HCS; calls as there; toxicity, %; measured here: cytotoxicity by cell density;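 0% = mean cell density of plate MIN control wells and 100% = no cells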
Myeloid diff MLP GFP+ MAC1+ %: also measured in Myeloid diff MLP; calls as there; GFP+ MAC1+ double positive, %; measured here: differentiation confirmed by MAC1 staining
The depositor's hits bear a star; i = inactive; ? = inconclusive; · = not tested or not shown.

entry | smiles | Insulin prom up | Insulin prom up cell count | PMI inhibitors | Myeloid diff MLP | Myeloid diff MLP GFP+ MAC1+ % | T cell HTS | T cell HTS vesicle-bound % | Lipid droplet | Lipid droplet cells 6.5 µM | Dynein transport
1 | COC(=O)C1C(C(C)C)N(c2ccccc2)OC1(C)O (stereo not drawn) | · | · | 0.6% | i | 0.6 | i | 13.0 | · | · | -0.256
2 | Fc1ccc(N/N=C/c2ccc(N3CCOCC3)cc2)c(F)c1 | 0.27 | 1286 | -73.9% | i | 0.3 | i | 36.2 | 6.6 | 684 | -0.72
3 | CC1(C)Cc2c(sc(/N=C/N3CCCC3)c2C#N)C(C)(C)N1 | 0.17 | 1287 | 8.0% | i | 0.8 | i | 26.3 | -4.8 | 758 | -0.0493
4 | O=C(COc1ccc2ccccc2c1)NNC(=O)Cc1ccccc1 | · | · | 0.2% | i | 0.2 | i | 39.1 | -0.1 | 597 | -0.271
5 | Cc1ccc(NC(=O)/C(CN(C)C)=N\O)cc1 | -0.15 | 1526 | 2.0% | i | 0.7 | i | 35.7 | · | · | 0.664
6 | CC(=O)Nc1ccc(-c2csc(NC(=O)Nc3ccccc3)n2)cc1 | -0.42 | 1110 | -0.5% | i | 0.4 | · | · | -5.9 | 604 | 0.53
7 | Cc1cccc(NC2(C(F)(F)F)N=C3SCCN3C2=O)n1 (stereo not drawn) | 0.14 | 892 | 0.8% | i | 1.7 | i | 27.3 | 16.7 | 790 | 0.323
8 | O=C1C(C23CC4CC(CC(C4)C2)C3)C(=O)N(c2ccccc2)N1c1ccccc1 | 0.43 | 1292 | -7.7% | i | 1.4 | i | 58.7 | -0.6 | 701 | -0.358
9 | COc1ccc(NC(=O)CSc2nnc(-c3ccccc3C)n2C)cc1 | 0.47 | 1310 | 11.5% | i | 1.0 | i | 34.9 | -5.1 | 615 | 0.197
10 | Brc1ccc(-c2noc(C3CCCCC3)n2)cc1 | 0.03 | 1450 | 5.4% | i | 0.1 | i | 67.6 | -1.5 | 683 | -0.566
11 | OC1(c2ccc(Cl)cc2)CN(c2ccccc2)C2=[N+]1CCS2 (stereo not drawn) | -0.78 | 1186 | 1.5% | i | 0.0 | i | 14.1 | 4.8 | 763 | -0.198
12 | CC(C(=O)NCc1ccccc1)N(CCN1CCOCC1)C(=O)c1snc(C(N)=O)c1N (stereo not drawn) | 0.58 | 1118 | -6.0% | · | · | · | · | · | · | -0.496
13 | Cc1cccn2c(=O)c3cc(C(=O)O)n(C)c3nc12 | 0.25 | 1273 | -9.9% | i | 0.2 | i | 13.5 | 24.4 | 575 | -0.618
14 | COc1ccc(CNC(=O)N[C@H](C(=O)O)C(C)C)cc1OC | 0.74 | 1107 | · | i | 0.6 | i | 44.5 | -15.5 | 652 | 0.652
15 | O=C(COC(=O)c1ccc([N+](=O)[O-])s1)Nc1ncc(C(F)(F)F)cc1Cl | 0.74 | 1483 | 10.4% | i | 0.5 | i | 0.0 | -2.3 | 620 | -0.0849

entry | Dynein transport cytoplasmic EGFP | Dynein transport nuclear GR-EGFP | Dynein transport cell count | bCat nuc transl | bCat nuc transl cell count 5 µM | TNAP activation fold | MT stabilize HCS | MT stabilize HCS Hoechst-high % | MT stabilize HCS cytotoxicity %
1 | -0.159 | 0.414 | 0.383 | 0.0 | 967 | 1 | 3.8 | 1.3 | 1.3
2 | -0.243 | -0.134 | 0.792 | -1.5 | 1066 | 1 | 6.0 | 2.4 | 13.8
3 | -0.207 | 0.288 | 2.13 | -2.9 | 1187 | 1.1 | 1.8 | 2.2 | 4.5
4 | -0.244 | -0.16 | 0.221 | -1.4 | 1037 | 1.1 | 7.7 | 2.4 | 11.4
5 | 0.18 | 0.572 | -0.204 | 2.3 | 1376 | 1.1 | 3.3 | 3.1 | 6.3
6 | -0.244 | 0.78 | -0.583 | 7.3 | 667 | 1.2 | 2.0 | 3.3 | 8.2
7 | -0.253 | 0.645 | 0.932 | · | · | 1.1 | 1.4 | 0.9 | 7.0
8 | -0.267 | 0.0547 | 0.342 | -1.2 | 1195 | 1.1 | 1.6 | 0.2 | 21.1
9 | 0.478 | 0.614 | 0.772 | 0.1 | 1104 | 1.1 | 2.2 | 2.7 | 18.1
10 | -0.258 | -0.155 | 0.137 | -1.4 | 1046 | 1.1 | 1.7 | 0.9 | 6.9
11 | -0.269 | -0.254 | 0.534 | -1.9 | 1090 | 1 | 2.9 | 1.3 | 6.9
12 | -0.2 | -0.128 | 0.313 | -3.4 | 795 | 1.1 | 2.1 | 1.6 | 6.4
13 | -0.262 | -0.674 | 0.911 | -3.4 | 552 | 1.1 | 2.8 | 2.7 | 8.4
14 | -0.739 | 0.016 | -0.423 | ? | · | · | · | · | ·
15 | -0.124 | -0.143 | -0.245 | 4.7 | 993 | 1.1 | 4.3 | 2.3 | 2.3

The listing continues.
entry | smiles | Insulin prom up | Insulin prom up cell count | PMI inhibitors | Myeloid diff MLP | Myeloid diff MLP GFP+ MAC1+ % | T cell HTS | T cell HTS vesicle-bound % | Lipid droplet | Lipid droplet cells 6.5 µM | Dynein transport
16 | Cc1ccc(N2C(=O)c3ccccc3C2=O)cc1C | 0.18 | 1134 | 5.2% | i | 0.4 | i | 56.1 | 0.4 | 753 | 0.808
17 | CN(c1ccccc1)S(=O)(=O)c1cccc(C(=O)OCC(=O)NCc2ccco2)c1 | 0.24 | 1062 | -10.5% | i | 0.3 | i | 38.4 | -10.9 | 702 | 2.1
18 | C[C@H](NC(=O)c1ccc(Cl)cc1)C(=O)NCCc1ccc(S(N)(=O)=O)cc1 | -0.88 | 1337 | -8.7% | i | 0.5 | i | 51.8 | -3.3 | 689 | -0.733
19 | CCOc1ccc(NC(=S)NC(C)c2cccs2)cc1 (stereo not drawn) | 0.54 | 1277 | -3.4% | i | 1.0 | i | 53.3 | 41.6 | 654 | -0.275
20 | CCc1cccc(OC2OC(CO)C(O)C(O)C2NC(C)=O)c1 (stereo not drawn) | 0.32 | 1591 | -3.6% | i | 1.1 | i | 31.9 | 6.1 | 706 | 0.714
21 | COc1cccc(OCC(O)CN2CC(C)CC(C)C2)c1 (stereo not drawn) | 0.87 | 1028 | 4.5% | i | 0.6 | i | 43.0 | · | · | 2.58
22 | O=C(CSc1ccc(F)cc1)NC12CC3CC(CC(C3)C1)C2 | -0.37 | 1573 | 4.1% | i | 0.8 | i | 38.3 | 12.9 | 748 | 0.897
23 | COc1ccc2[nH]c(C)c(CCNC(=S)Nc3cccc(C)c3)c2c1 | -0.32 | 805 | -2.2% | i | 2.1 | i | 24.3 | -7.2 | 766 | 0.305
24 | Cc1ccc(C(c2nnnn2CS(=O)(=O)c2ccc(C)cc2)N2CCC(C)CC2)cc1 (stereo not drawn) | -0.76 | 1863 | 10.5% | i | 0.5 | i | 48.9 | 19.3 | 693 | -0.37
25 | CS(=O)(=O)N1CCC(C(=O)O)CC1 | · | · | 12.3% | i | 6.4 | i | 40.4 | 7.4 | 796 | -1.36
26 | Cc1cc(C)cc(OCC(=O)NCC2CCCO2)c1 (stereo not drawn) | -0.54 | 1695 | 2.9% | i | 7.7 | i | 54.7 | · | · | -1.01
27 | CCC1CCCCN1C(=O)CCc1nnc(Cc2cc(OC)ccc2OC)o1 (stereo not drawn) | 0.79 | 1188 | · | i | 0.4 | i | 11.1 | 2.0 | 765 | 0.663

entry | Dynein transport cytoplasmic EGFP | Dynein transport nuclear GR-EGFP | Dynein transport cell count | bCat nuc transl | bCat nuc transl cell count 5 µM | TNAP activation fold | MT stabilize HCS | MT stabilize HCS Hoechst-high % | MT stabilize HCS cytotoxicity %
16 | -0.197 | 0.524 | 0.691 | 0.0 | 1120 | 1 | 3.0 | 2.0 | 2.5
17 | 0.583 | 1.85 | -2.24 | -1.7 | 1078 | 1.1 | 3.1 | 2.8 | 5.6
18 | -0.277 | -0.258 | 0.497 | -0.4 | 1062 | 1.2 | 1.7 | 2.1 | 4.7
19 | -0.0893 | -0.499 | 0.735 | 0.6 | 880 | 1.1 | 3.0 | 1.8 | 10.0
20 | -0.257 | 0.0933 | 0.581 | -6.6 | 1147 | 1.2 | 2.2 | 2.3 | 3.0
21 | -0.173 | 1.69 | -1.41 | 3.9 | 1435 | 1 | 1.3 | 1.1 | 8.9
22 | 0.861 | 0.881 | 0.208 | 1.4 | 1556 | 1.1 | 6.0 | 2.0 | 15.9
23 | 0.38 | 1.25 | -0.816 | -5.2 | 652 | 1.1 | 4.9 | 3.8 | 7.6
24 | -0.197 | -0.377 | 0.669 | -0.5 | 1026 | 1 | 2.9 | 2.0 | 9.7
25 | -0.149 | -0.775 | 0.566 | · | · | 1.1 | 0.8 | 1.1 | 5.4
26 | -0.276 | -0.223 | 0.748 | 1.0 | 1273 | 1 | 5.2 | 3.1 | 14.6
27 | -0.232 | 0.335 | 0.0751 | 0.0 | 1331 | · | · | · | ·
